# Screening data as filed in PubChem.
# AmpC inh detg – qHTS Inhibitors of AmpC Beta-Lactamase (assay with detergent) | P00811 | AmpC hydrolysis of nitrocefin, absorbance 480 nm, 0.01% Triton | Potency, µM (doses to about 114 µM), inactives show top-dose activity change, negative = inhibition, actives largely listed as inhibitors | 370,000 compounds, 0.041% hits | AID 485294, 2010;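 note: potency is the fitted concentration of half-maximal effect; 0% = no-compound wells and -100% = no-enzyme wells; nearly all actives have a fitted effect of over 25% in size; some results filed as inactive show a strong effect at the top dose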
# Target sequence (P00811 whole entry, looked up): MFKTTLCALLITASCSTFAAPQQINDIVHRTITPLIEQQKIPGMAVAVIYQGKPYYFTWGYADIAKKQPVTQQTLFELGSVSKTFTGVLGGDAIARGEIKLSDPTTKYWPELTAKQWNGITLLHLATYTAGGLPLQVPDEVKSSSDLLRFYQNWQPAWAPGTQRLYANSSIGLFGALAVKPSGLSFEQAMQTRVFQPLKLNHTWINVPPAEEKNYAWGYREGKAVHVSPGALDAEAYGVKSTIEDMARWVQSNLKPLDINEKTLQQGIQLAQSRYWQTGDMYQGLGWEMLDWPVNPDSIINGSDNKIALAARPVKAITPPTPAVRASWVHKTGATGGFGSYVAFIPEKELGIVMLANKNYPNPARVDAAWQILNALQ
#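 AmpC (5.3 nM in the dispensed reagent) in 20 mM phosphate pH 7.0 with 0.01% (detergent screen) or 0.0001% Triton X-100 was preincubated with compounds for 15 min at room temperature. Nitrocefin was then added from an 800 uM solution, and hydrolysis was followed at 480 nm.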
# Sm TGR block – qHTS Assay for the Inhibitors of Schistosoma Mansoni Peroxiredoxins; 360,000 compounds, 3% hits; AID 485364, 2010; purified TGR, DTNB reduction, TNB absorbance 405 nm; Potency, µM (doses to about 114 µM), for inactives: top-dose activity change, negative = inhibition, actives largely listed as inhibitors; note: potency is the fitted concentration of half-maximal effect; nearly all actives have a fitted effect of over 60% in size
#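 First, TGR (20 nM dispensed) and NADPH were mixed with compound. Second, a 15 min room-temperature incubation followed. Third, further NADPH and then DTNB were added to start the reaction. Finally, TNB absorbance was monitored kinetically.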
# HCMV inh – qHTS Assay for inhibitors of the human cytomegalovirus (HCMV); activity change, negative = inhibition, % at 57.5 µM; 410,000 compounds, 4.5% hits; AID 1259415, 2018; HFF cells, HCMV-luciferase reporter, 72 h; active compounds read low; in the data active = activity change below about -60%; inconclusive = no clear call, values can overlap the other calls; inactive = above about -39%
#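 Luciferase read-out from HCMV-luciferase-infected HFFs (MOI 1 PFU/cell) 72 h post infection at 37C; compounds added after 16 h cell attachment; activity normalized between buffer-only basal and Salinomycin (10uM) inhibitor controls.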
# HCV inh – qHTS Assay for Inhibitors of Hepatitis C Virus (HCV). Huh7.5.1 HCVcc-Cre infection, luciferase reporter, 44 h. Potency, µM (titrated, usually from 41.8 µM), for inactives: at the top dose activity change, negative = inhibition, hits mostly inhibitors. 340,000 compounds, 3.4% hits; note: potency is the fitted concentration of half-maximal effect
#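 Cells (1,000/well) were plated 4 h before compound, then infected with HCVcc-Cre virus (~0.5 moi). After 44 h further culture, infection was read as luciferase luminescence following a 15 min substrate incubation at room temperature.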
# AMA1 RON2 block – qHTS for Inhibitors of AMA1-RON; Towards Development of Antimalarial Drug Lead: Primary Screen. Potency, µM (doses to about 58.2 µM), without a hit: top-dose activity change, negative = inhibition, most hits filed as inhibitors. AlphaScreen AMA1-biotinylated RON2 peptide binding. 360,000 compounds, 0.2% hits;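 note: potency is the fitted concentration of half-maximal effect; 0% = vehicle wells and -100% = peptide control; nearly all actives have a fitted effect of over 45% in size; some results filed as inactive show a strong effect at the top dose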
#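 AMA1 (3D7) with his tag at 25 nM final met compounds first, then biotinylated RON2 peptide at 25 nM; detection used donor plus acceptor beads, 10 µg/mL apiece, read by AlphaScreen after 30 min at room temperature.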
# Giardia FBPA inh – qHTS Assay for Inhibitors of Fructose-1,6-bisphosphate Aldolase from Giardia Lamblia; Potency, µM (highest dose often 59.6 µM), inactives show at the top dose activity, negative = inhibition, most hits filed as inhibitors; purified Giardia FBPA; AID 2451, 2010; 290,000 compounds, 0.71% hits; A8B2U2; note: potency is the fitted concentration of half-maximal effect; nearly all actives have a fitted effect of over 55% in size
# Target sequence (A8B2U2 whole entry, looked up): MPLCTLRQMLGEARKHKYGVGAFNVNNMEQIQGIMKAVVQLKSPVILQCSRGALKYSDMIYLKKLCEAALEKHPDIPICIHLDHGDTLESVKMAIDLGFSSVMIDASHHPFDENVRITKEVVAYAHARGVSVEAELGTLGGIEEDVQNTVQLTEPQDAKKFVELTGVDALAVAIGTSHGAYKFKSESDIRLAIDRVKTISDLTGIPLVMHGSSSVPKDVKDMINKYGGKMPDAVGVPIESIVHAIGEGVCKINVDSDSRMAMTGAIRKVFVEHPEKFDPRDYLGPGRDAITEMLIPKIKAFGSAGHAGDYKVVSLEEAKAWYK
#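 40 nM FBPA preincubated 10 min at RT with compound (up to 57.5 uM final), then substrate plus GAPDH/TPI/NAD/arsenate coupling and diaphorase/resazurin added. Fluorescence read after 20 min at RT, 525/598 nm.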
# Starred values were filed as active, the others as inactive; u = inconclusive; x = no result given; [ ] = another dose, or the depositor's remark. Unless noted, calls come from the whole dose curve; as a rule, active = well fitted curve in the direction sought with a large enough effect; inconclusive = small, poorly fitted or top-dose-only effect, or another doubt; inactive = no such curve, though single readings can be large; an effect the other way counts as inactive or inconclusive. Unless noted, % is set by controls: 0 for no effect and ±100 for the full control effect.
# Order of results – AmpC inh detg	Sm TGR block	HCMV inh	HCV inh	AMA1 RON2 block	Giardia FBPA inh
CN(CC(=O)Nc1ccccc1Cl)C(=O)COC(=O)c1ccc(-c2ccc(O)cc2)cc1
 : x	x	13.8	-13.2%	6.5%	x
CC(C)OC(=O)CSc1nc(N)c(C#N)c(-c2ccco2)c1C#N
 : 5.0%	39.8µM*	9.7	8.5%	1.9%	u
COC(=O)CSc1snnc1-c1ccc(Cl)c(Cl)c1
 : 1.7%	14.0%	14.6	-1.9%	83.8%[activator]	13.1%
CCOC(=O)c1c(NC(=O)COc2ccc(Br)cc2)sc(C(C)=O)c1C
 : 4.0%	4.6%	-6.8	x	x	x
O=C(O)/C=C/c1ccc(S(=O)(=O)Nc2ccc(C(=O)NCC(=O)O)cc2)cc1
 : -0.4%	u	-11.2	-2.6%	-11.2%	11.1%
CC1=NN=C(c2ccccc2)C(c2c[nH]c3ccccc23)N1O (stereo not given)
 : 0.4%	-2.0%	70.1	-1.9%	16.5%	-4.0%
O=S(=O)(c1ccc(Cl)cc1)N1CCC(n2cccc2)CC1
 : -2.4%	-1.9%	-4.8	6.7%	-28.9%	1.6%
COc1ccc(C(C(=O)NC2CCCCC2)N(C(=O)c2snc(C(N)=O)c2N)c2ccc(OC)cc2OC)cc1 (stereo not given)
 : 9.0%	0.6%	u	8.91µM*	-23.9%	20.8%
C/C(CC(=O)Nc1ccc(Cl)cc1Cl)=N\NC(=O)c1ccco1
 : -11.9%	-18.4%	u	9.3%	66.1%[activator]	-4.3%
O=C(Cc1cccc(NC(=O)C2CCCN(C(=O)CCc3ccccc3)C2)c1)Nc1ccc(C(=O)N2CCCCC2)cc1 (stereo not given)
 : x	x	-6.7	u	-4.9%	x
C#CCCc1cocc1/C=[N+](\[O-])c1ccc(C(=O)OCC)cc1
 : -11.6%	u	8.6	-6.8%	1.8%	x
O=C(CCc1nnc(C2(c3ccc(Cl)cc3)CCC2)o1)N1CCCC(O)C1 (stereo not given)
 : -5.0%	0.4%	-32.1	-0.7%	-7.9%	-1.9%
Cc1ccc(SCC(=O)OCn2nnc3ccccc3c2=O)cc1C
 : u	u	u	39.2%[activator]	-6.6%	-0.1%
Cc1ccc(NC(=O)Cn2nnc(-c3ccccc3)n2)c(C)c1
 : -4.9%	1.7%	-4.9	x	x	x
Cc1nc(-c2ccc(F)cc2)sc1CCNC(=O)c1ccc(OC(C)C)cc1
 : -1.1%	-2.3%	-20.9	x	x	x
CCCCOP(=O)(OCCCC)C(O)c1ccc(N(C)C)cc1 (stereo not given)
 : -6.7%	-6.4%	4.8	9.8%	-4.2%	4.2%
CC(C)C(OC(=O)c1cc2occc2n1C)C(=O)NCc1ccc2c(c1)OCO2 (stereo not given)
 : u	-7.5%	-4.3	u	8.7%	2.6%
CCOC(=O)[C@@H]1[C@H]2COc3cc(OC)ccc3[C@@H]2N2C(=O)N(c3ccc(C(F)(F)F)cc3)C(=O)[C@@]12C
 : -13.8%	-14.6%	-34.3	-13.1%	-5.2%	-11.2%
C/C(=N\Nc1nc2ccccc2[nH]1)c1cc2ccccc2o1
 : -3.3%	3.0%	96.4	u	0.9%	-8.8%
CC(C)c1ccc(N(CC(=O)NCc2ccc(F)cc2)C(=O)c2snc(C(N)=O)c2N)cc1
 : -14.2%	5.8%	u	-16.4%	-12.6%	6.1%
CN(CC(=O)Nc1ccc(Cl)c(C(F)(F)F)c1)C(=O)Cc1c[nH]c2ccccc12
 : u	-14.1%	-1.8	u	-7.2%	x
c1cc2c(cnc3cscc32)s1
 : 2.4%	-28.2%	u	13.3%	-1.8%	-15.1%
O=C(CSc1ccc(-c2nc3ccccc3[nH]2)cn1)Nc1ccc2c(c1)OCCO2
 : -2.7%	4.7%	x	-14.7%	-1.6%	-6.0%
Cc1ccnc(NC(=O)C2CCN(S(=O)(=O)c3cccc4nsnc34)CC2)c1
 : -0.3%	-9.8%	u	-19.0%	2.5%	1.3%
Cn1c2ccccc2c2cnn(CC(=O)Nc3ccc(F)cc3F)c(=O)c21
 : 0.7%	-2.5%	-9.8	8.1%	-4.4%	0.0%
Nc1ccccc1Nc1c(F)c(F)nc(F)c1Cl
 : -3.5%	u	66.3	-5.4%	-18.8%	6.8%
O=C(OCC(=O)N(CCc1ccccc1)Cc1ccccc1)c1cccc(O)c1
 : x	x	4.5	-10.3%	-17.5%	x
O=C(CCNC(=O)c1ccccc1Cl)Nc1cccc(C(F)(F)F)c1
 : -1.4%	-0.8%	-26.0	-7.4%	-1.7%	-0.7%
Cc1ccc(Oc2nc3ccccn3c(=O)c2/C=C(\C#N)C(=O)Nc2c(C)n(C)n(-c3ccccc3)c2=O)cc1
 : -3.5%	-16.0%	56.6	13.4%	13.8%	9.0%
Cc1[nH]c2ccc(S(N)(=O)=O)cc2c1C
 : -9.8%	0.0%	28.0	18.0%	4.6%	1.3%

# (cont.)
SMILES | AmpC inh detg | Sm TGR block | HCMV inh | HCV inh | AMA1 RON2 block | Giardia FBPA inh
O=c1c2cccnc2n(Cc2cccc(F)c2)c(=O)n1Cc1ccc(F)cc1 | -6.4% | 21.8% | 1.0 | x | x | x
CC(=O)N1CCCc2cc(S(=O)(=O)N(CCN(C)C)Cc3ccccc3)ccc21 | 0.7% | 5.2% | -8.4 | x | x | x
CC1CN(C(=O)N2c3ccccc3Sc3ccccc32)C(C)CC1=O (stereo not given) | -11.3% | 0.0% | -1.8 | -10.8% | 1.4% | 0.1%
CC(=O)Nc1cc(C(=O)N2CCC3(CC2)OCCO3)ccc1S(=O)(=O)c1ccc(Cl)cc1 | u | -0.4% | 4.5 | 19.1% | -12.4% | 2.3%
COc1ccc(-c2ccc(-c3noc(C(C)C)n3)c(OC)n2)cc1 | -3.6% | -23.0% | 76.1 | 1.58µM* | 20.5% | 0.8%
COc1ccc(CNC(=O)CCc2nc3cc(S(=O)(=O)N(C)C)ccc3n2C)cc1OC | -1.3% | 12.2% | 16.7 | u | 14.1% | -0.1%
O=C(NCCO)c1cccc(Nc2nc(-c3ccccc3)c3cc(Cl)ccc3n2)c1 | u | -7.4% | -24.6 | u | -4.5% | -5.5%
Cc1ccccc1C(=O)c1cccn1CC(=O)O | u | -10.0% | 14.1 | -4.1% | 3.0% | 6.7%
CCCCNS(=O)(=O)CCNCCc1ccccc1 | x | x | u | 19.9% | 9.7% | x
CCn1ncc(C2=NOC(C(=O)Nc3cnn(C45CC6CC(CC(C6)C4)C5)c3)C2)c1C (stereo not given) | u | 23.4% | -82.8* | -22.7% | 6.8% | -2.4%
COc1cc(N/C=C2\CC(=O)NC(C)=C2C#N)cc(OC)c1OC | u | 3.0% | -8.9 | -6.9% | -13.2% | u
CCOC(=O)c1c(CC(C)C)csc1NC(=O)c1ccccc1C(=O)O | -5.1% | 1.3% | 0.0 | 10.8% | 4.2% | u
COCCN(CCOC)C(=O)c1cc2c(=O)n3ccccc3nc2s1 | 5.5% | 8.3% | 2.4 | u | 15.5% | -20.8%
COC(=O)C1CCN(S(=O)(=O)c2ccc(OC)cc2)CC1 | u | 6.8% | 1.8 | 18.0% | -4.0% | 4.2%
COc1cc(Cl)c(C)cc1NC(=O)CSc1nc2c(c(=O)[nH]1)CCC2 | 17.5% | 0.9% | 11.1 | x | x | x
COc1ccc(CCC(=O)OCC(=O)Nc2ccc(C)c(S(=O)(=O)N(C)C)c2)cc1 | u | -1.3% | -13.9 | -37.6% | 0.0% | -0.3%
COc1ccc(N2CCCCn3c2nc2c3c(=O)n(C)c(=O)n2C)cc1 | u | 2.5% | 9.9 | -21.1% | 1.4% | 4.0%
CN1/C(=C\C(=O)CSc2nnc(N)s2)C(C)(C)c2ccccc21 | u | -2.4% | u | -8.1% | 2.8% | 3.3%
COc1ccccc1N1CCN(C(=O)c2ccc3[nH]c4c(c3c2)CC(C)CC4)CC1 (stereo not given) | u | -8.9% | 18.6 | 11.2µM* | u | -13.4%
COCCCNC(=O)CSC1=Nc2ccccc2C2=NC(Cc3c[nH]c4ccccc34)C(=O)N12 (stereo not given) | -7.9% | 14.8% | 96.2 | 5.7% | -6.6% | -2.5%
CCN(CC)CCNC(=O)c1ccc(NC(=O)C2CCN(S(=O)(=O)c3ccc4c(c3)OCCO4)CC2)cc1 | 1.7% | -6.6% | -4.9 | -0.6% | 8.5% | x
CCN(CC)CCNC(=O)c1ccc(NC(=O)c2ccccc2-c2ccc(C(F)(F)F)cc2)cc1 | -8.1% | 5.7% | -22.7 | u | 55.5%[activator] | 4.8%
CCC(Cc1ccccc1)NC(=O)/C=C/c1ccco1 (stereo not given) | u | 10µM* | -20.2 | 2.5% | 7.9% | 3.2%
Cc1ccc(C(=O)NCC(c2cccnc2)N2CCc3ccccc3C2)cc1C (stereo not given) | 15.6% | -0.4% | -20.3 | x | x | x
Cc1ccc(N2C(=O)CC(C3CCCO3)C2=O)cc1 (stereo not given) | -2.2% | -10.9% | -15.9 | 8.1% | 7.5% | 0.2%

# Next part; it opens with the five that closed the last part.
SMILES | AmpC inh detg | Sm TGR block | HCMV inh | HCV inh | AMA1 RON2 block | Giardia FBPA inh
CCN(CC)CCNC(=O)c1ccc(NC(=O)C2CCN(S(=O)(=O)c3ccc4c(c3)OCCO4)CC2)cc1 | 1.7% | -6.6% | -4.9 | -0.6% | 8.5% | x
CCN(CC)CCNC(=O)c1ccc(NC(=O)c2ccccc2-c2ccc(C(F)(F)F)cc2)cc1 | -8.1% | 5.7% | -22.7 | u | 55.5%[activator] | 4.8%
CCC(Cc1ccccc1)NC(=O)/C=C/c1ccco1 (stereo not given) | u | 10µM* | -20.2 | 2.5% | 7.9% | 3.2%
Cc1ccc(C(=O)NCC(c2cccnc2)N2CCc3ccccc3C2)cc1C (stereo not given) | 15.6% | -0.4% | -20.3 | x | x | x
Cc1ccc(N2C(=O)CC(C3CCCO3)C2=O)cc1 (stereo not given) | -2.2% | -10.9% | -15.9 | 8.1% | 7.5% | 0.2%
COc1cc(C(=O)N/C(=C\c2cn(C)c3ccccc23)C(=O)N2CCOCC2)cc(OC)c1OC | u | -22.9% | 3.3 | 11.2% | 14.4% | 10.3%
CCOC(=O)N1CCC(NC(=O)c2cnn(-c3cccc(F)c3)c2-n2cccc2)CC1 | 2.1% | -1.8% | 0.0 | x | x | x
CCC(CC)C(=O)Nc1cc(-c2cn3cccnc3n2)ccc1OC | -1.5% | 33.0% | 0.2 | x | x | x
O=C(/C=C/c1ccc(Cl)cc1)N1CCN(c2ccccc2[N+](=O)[O-])CC1 | -7.5% | 7.9% | -19.0 | -4.6% | u | -19.3%
O=C(CCC1CCCCC1)NCCS(=O)(=O)N1CCN(c2ccccc2)CC1 | u | -3.8% | -30.8 | 1.1%[8.37 µM] | -19.8% | x
